High-throughput results (PubChem BioAssay)
LYPLA2 counter – blocks human lysophospholipase 2, a PME1 counter-screen. inhibition, % at 5.9 µM. AID 2177. 320,000 tested, 0.38% active. O95372. recombinant LYPLA2, FP-Rh probe fluorescence polarization;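 active = inhibition above the screen-wide mean plus 3 SD, limit set per campaign, cut at about 26% in these data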;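 also: 0% = LYPLA2 with DMSO and 100% = wells lacking LYPLA2 enzyme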
Target sequence (O95372 whole entry, looked up): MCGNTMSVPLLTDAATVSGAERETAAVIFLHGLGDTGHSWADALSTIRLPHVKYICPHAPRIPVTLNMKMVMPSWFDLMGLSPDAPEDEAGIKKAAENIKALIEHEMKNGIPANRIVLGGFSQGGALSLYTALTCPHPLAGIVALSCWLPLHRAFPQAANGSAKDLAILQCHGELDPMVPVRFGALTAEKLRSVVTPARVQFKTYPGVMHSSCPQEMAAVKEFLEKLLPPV
PREPL inh – inhibits the human prolyl oligopeptidase-like enzyme | Q4J6C6 | recombinant PREPL, fluorescence polarization activity-based probe | inhibition, % at 5.96 µM | 320,000 tested, 0.68% active | AID 2751; in the data active = inhibition above about 43%;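 also: 0% = enzyme with DMSO and 100% = wells lacking enzyme; many of its hits are not listed in these tables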
Target sequence (Q4J6C6 whole entry, looked up): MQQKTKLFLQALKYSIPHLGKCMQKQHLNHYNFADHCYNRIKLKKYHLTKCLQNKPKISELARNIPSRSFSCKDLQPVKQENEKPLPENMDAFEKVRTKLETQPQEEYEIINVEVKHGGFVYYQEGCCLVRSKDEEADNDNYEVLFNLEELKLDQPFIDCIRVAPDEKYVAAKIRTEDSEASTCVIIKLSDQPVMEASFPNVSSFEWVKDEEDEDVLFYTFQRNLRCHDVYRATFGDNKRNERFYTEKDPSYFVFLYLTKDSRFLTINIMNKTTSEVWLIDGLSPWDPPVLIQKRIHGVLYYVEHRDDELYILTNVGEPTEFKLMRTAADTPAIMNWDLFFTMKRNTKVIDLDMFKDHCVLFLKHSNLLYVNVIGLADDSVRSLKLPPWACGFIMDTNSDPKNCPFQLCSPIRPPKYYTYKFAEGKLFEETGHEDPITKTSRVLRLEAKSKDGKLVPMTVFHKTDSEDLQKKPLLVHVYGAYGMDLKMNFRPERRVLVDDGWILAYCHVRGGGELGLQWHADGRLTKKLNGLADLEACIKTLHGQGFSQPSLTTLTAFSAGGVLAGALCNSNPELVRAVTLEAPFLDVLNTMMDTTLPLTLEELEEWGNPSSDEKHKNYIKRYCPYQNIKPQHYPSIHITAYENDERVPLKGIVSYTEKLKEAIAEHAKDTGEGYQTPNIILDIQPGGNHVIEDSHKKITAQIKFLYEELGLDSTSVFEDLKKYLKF
JMJD2C inh – blocks human GASC-1 demethylase activity; inhibition, % at 2.35 µM; GST-JMJD2C(1-420) H3K9me3 demethylation, DELFIA europium; Q9H3R0; 330,000 tested, 0.069% active;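 active = more than half of a compound's replicate wells show inhibition beyond 50%, single wells judged on their own value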;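 also: signal counts dimethyl H3K9 product captured on neutravidin plate; 0% = median of DMSO wells and 100% = 0.3 times that DMSO median; strong numbers were not always called active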
PP5 primary – inhibitors of human protein phosphatase 5 (PP5) | purified PP5c, OMFP substrate fluorescence | inhibition, % at 6.7 µM | 320,000 tested, 0.18% active | AID 1987;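 active = inhibition above the campaign's mean inhibition across all tested compounds plus 3 SD, cut at about 9.5% in these data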;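 also: 0% = DMSO only and 100% = 100 µM cantharidin control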
Fh CTSL1 inh – blocks F. hepatica cathepsin L1 in PFM18AAP counter-screen; 300,000 tested, 0.49% active; inhibition, % at 5.96 µM; recombinant F. hepatica cathepsin L1, Z-Leu-Arg-MCA fluorescence;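 active = inhibition above the mean of all tested compounds plus 3 SD, set per screening campaign, cut at about 17% in these data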;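 also: 0% = plate median of test compound wells and 100% = 1 µM Z-Phe-Ala-diazomethylketone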
PP1 counter – counter-screen for PP5 inhibitors: inhibitors of human PP1-alpha. P62136. purified PP1alpha, OMFP fluorescence. inhibition, % at 6.7 µM. 320,000 tested, 0.9% active;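 active = inhibition above the mean inhibition of all tested compounds plus 3 SD, computed separately for each screening campaign, cut at about 15% in these data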
Efflux pump mplx – antifungal efflux pump inhibition, Nile Red retention; S. cerevisiae Candida pump triplex; inhibition, % at 10 µM; AID 485275; 330,000 tested, 0.44% active;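 active = plate passing quality check with inhibition over a set limit, or well fluorescence over plate mean plus 4 SD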;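 also: Nile Red retained in pooled yeast measured as flow cytometry median fluorescence; 0% = buffer negative control and 100% = Enniatin B positive control; higher means more Nile Red kept so more efflux inhibition; some compounds called inactive have numbers as strong as hits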
TPT1 inhibitor – inhibitors of Candida albicans tRNA 2'-phosphotransferase TPT1; recombinant caTPT1, FP RNA substrate dephosphorylation; 300,000 tested, 0.81% active; inhibition, % at 5 µM; AID 1962;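 active = inhibition above the mean of all tested compounds plus 3 SD, set per screening campaign, cut at about 24% in these data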;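 also: plate controls were DMSO alone for no effect and ferristatin control at 100 nM for full effect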
HCV core dimer – blocks dimerization of HCV core protein; 300,000 tested, 0.33% active; TR-FRET GST/Flag-core106 dimerization, 1536-well; inhibition, % at 5 µM;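 active = inhibition above the mean of all tested compounds plus 3 SD, set per screening campaign, cut at about 45% in these data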
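System – GST-tagged and Flag-tagged HCV core protein residues 1-106 · Repeats – one well for each compound · Technique – TR-FRET 671 and 617 nm emission · Doses – one concentration, 5 µM, in 0.5% DMSO · Times – 4 h, 22.5 °C incubation · Also added – Eu donor and XL665 acceptor anti-tag antibodies · Measure – percent inhibition of core106 dimerization signal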
Numbers without * were called inactive; . = not tested or not shown. These rows are one share of the data (hit frequency here may not be typical).

SMILES	LYPLA2 counter	PREPL inh	JMJD2C inh	PP5 primary	Fh CTSL1 inh	PP1 counter	Efflux pump mplx	TPT1 inhibitor	HCV core dimer
C=CCN1C(=O)C2C(C(=O)NC3CCCCC3)C3C=CC2(O3)C1C(=O)NC1CCCC1 (stereo not given)	-1	5	3	-0.5	3	0	-0.1	2	-6
Cc1ccc(CNC(=O)C2CC(c3cccc(F)c3)=NO2)cc1 (stereo not given)	-2	-15	8	1.3	-3	1	0.0	3	-14
CC(=O)N=c1cccc(NC(C)=O)n1O	-5	-6	-3	2.1	1	9	0.0	4	0
CC1CCC/C(=C\Nc2ccc(C(=O)O)cc2)C1=O (stereo not given)	-2	-9	-25	3.5	-2	-2	-0.1	-7	-4
O=C(COC(=O)c1c[nH]c2ccccc12)Nc1ccc(F)cc1	-3	2	-3	0.7	.	-3	0.0	.	.
O=C(NCCN1CCOCC1)c1cccc(S(=O)(=O)N2CCCCCC2)c1	1	3	-5	3.0	-2	-4	0.1	-3	1
O=C(NCc1ccccc1)c1cccnc1	-2	5	-1	-1.2	4	-2	0.1	-3	8
O=C(c1ccc2c(c1)OCO2)C1CCCN(Cc2cccn2-c2cccnc2)C1 (stereo not given)	-5	-26	5	-1.9	-1	-2	0.0	2	3
COc1ccc(/C=C/C(=O)NC2CCCCC2C)cc1 (stereo not given)	3	-6	-2	0.4	-1	-4	0.2	1	-1
Cc1ccc(NC(=O)c2ccc3c(c2)OCCO3)cc1	-5	-11	-5	1.7	-3	-2	0.0	-2	3
CN(Cc1ccccc1)C(=O)c1nc2ccccn2c1CN1CCCC1c1nccs1 (stereo not given)	3	11	-44	-0.7	3	-2	-0.1	-2	-3
CCOC(=O)C(C)n1cnc2c(nnn2-c2ccc(C)cc2)c1=O (stereo not given)	7	14	-1	-3.3	5	-4	-0.2	0	-2

Seven entries from above, ordered by their value in HCV core dimer, low to high:
SMILES	HCV core dimer
Cc1ccc(CNC(=O)C2CC(c3cccc(F)c3)=NO2)cc1 (stereo not given)	-14
C=CCN1C(=O)C2C(C(=O)NC3CCCCC3)C3C=CC2(O3)C1C(=O)NC1CCCC1 (stereo not given)	-6
CN(Cc1ccccc1)C(=O)c1nc2ccccn2c1CN1CCCC1c1nccs1 (stereo not given)	-3
CCOC(=O)C(C)n1cnc2c(nnn2-c2ccc(C)cc2)c1=O (stereo not given)	-2
COc1ccc(/C=C/C(=O)NC2CCCCC2C)cc1 (stereo not given)	-1
CC(=O)N=c1cccc(NC(C)=O)n1O	0
O=C(NCc1ccccc1)c1cccnc1	8

More structures
SMILES	LYPLA2 counter	PREPL inh	JMJD2C inh	PP5 primary	Fh CTSL1 inh	PP1 counter	Efflux pump mplx	TPT1 inhibitor	HCV core dimer
N#CC(c1ccccc1)c1cccc(Cl)n1 (stereo not given)	-4	-2	-2	1.8	-1	-10	0.3	4	0
COc1cc(C(=O)Nc2ccc(C)c(S(=O)(=O)N(C)C)c2)ccc1OCC(=O)N1CCOCC1	2	4	0	-2.7	-3	-4	0.1	2	14
CCCCCCNC(=O)c1cn(CC)c2cc(N3CCN(C)CC3)c(F)cc2c1=O	5	-4	2	2.6	-1	5	-0.1	-1	-11
C/C(=N\NC(=O)COc1c(C)cccc1C)c1cccs1	-5	-6	30	1.5	0	-3	-0.1	2	-2
COc1ccc(CN(C)S(=O)(=O)c2ccc3c(c2)OCCO3)cc1	6	-5	-12	3.4	2	-2	0.2	0	12
Cc1ccc(-n2c(N)cc(=O)nc2SCC(=O)N2CCN(c3ccccc3)CC2)cc1C	-3	-1	-5	3.4	-2	1	0.1	2	5
Cc1onc(-c2ccccc2)c1C(=O)N(CC(C)C)c1c(N)n(CC(C)C)c(=O)[nH]c1=O	2	-1	4	0.0	.	-1	0.1	.	.
COc1cccc(CN2C(=O)CCC2(C)C(=O)NC2CCCC2)c1 (stereo not given)	-14	1	0	1.2	-2	0	-0.1	-1	-1
COC(=O)Cc1[nH]nc2c1C(c1cc(OC)c(OC)c(OC)c1)C(C#N)=C(N)O2 (stereo not given)	2	0	-5	1.0	-8	-4	0.0	-4	-4
O=C(c1cc(-c2cccc(O)c2)on1)N1CCCCCC1	-1	4	-2	1.1	1	-4	-0.1	2	-8
COc1cc2c(cc1NC(=O)C(C)Sc1nc3ccccc3n1C)oc1ccccc12 (stereo not given)	6	16	-14	-3.2	-1	-1	0.0	-3	0
Cc1cc(S(=O)(=O)N2CCCC(N(C)CCc3ccccn3)C2)c(C)cc1Cl (stereo not given)	5	2	11	1.9	-2	-3	0.3	2	-10
O=C(CN(Cc1ccco1)C(=O)Cn1nnc(-c2cccs2)n1)NCc1ccccc1	1	-22	0	-0.1	-2	-1	0.0	2	2
COc1ccccc1NC(=O)CSc1nnc(Cn2nnc(-c3ccccc3)n2)n1-c1ccccc1	-2	3	-9	7.3	3	7	0.3	2	19
CC(=O)Nc1nonc1NC(=O)c1ccc(F)cc1	3	-1	-31	2.6	1	-5	0.2	-7	-1
Cc1cccc(C)c1NC(=O)CN(C)C(=O)CC1CC2CCC1C2 (stereo not given)	2	5	-7	0.2	.	-1	-0.1	.	.
COCc1nc2ccccc2n1CCc1ccccc1	-5	-2	17	-1.3	0	-4	0.0	-1	10
Cc1cc(C)cc(C(=O)NCC(=O)OCc2c(C)noc2C)c1	-1	-4	6	-0.1	-4	-5	0.0	-1	5
CCN(CC)S(=O)(=O)c1ccc(O)c(NC(=O)CN2CCc3ccccc3C2)c1	4	3	-1	-1.4	-4	-2	0.1	-2	0
COC(=O)CCCC1=CC2=CC(=O)C(C)(O)C(=O)C2=CO1 (stereo not given)	-5	14	2	3.9	-3	5	.	-5	24
COCc1cc(C)nc(SCC(=O)Nc2nc(C)cs2)c1C#N	2	6	15	3.6	-3	0	0.3	-2	1
O=C1CCCC2=C1C(c1ccc(OS(=O)(=O)c3ccc(Cl)cc3)cc1)C1=C(CCCC1=O)O2	7	-4	57*	3.6	8	-2	0.1	4	11
COc1ccc2c(c1)CCC/C2=N\OC(=O)c1ccccc1F	4	11	2	0.8	3	0	-0.1	-2	3
Nc1sc2c(c1C(=O)NC1CCS(=O)(=O)C1)CCC2 (stereo not given)	1	14	-2	-0.2	-3	-1	0.0	-2	8
COc1ccc(NC(=O)CN(C)C(=O)c2ccc(NS(=O)(=O)c3ccc(F)cc3)cc2)cc1	3	5	-4	-3.3	1	-5	0.0	0	2
O=c1c2ccccc2nc2n1CCS2	-2	-6	0	0.0	0	-1	-0.2	-3	-4
CC(C)C[C@@]12C(=O)N(c3cccc(Cl)c3)C(=O)N1[C@H](c1ccc(Br)cc1)[C@@H]1C(=O)N(C(C)(C)C)C(=O)[C@@H]12	1	-29	.	5.9	-1	0	0.1	-2	18
COc1ccc(CCNC(=O)c2ccc(=O)[nH]c2)cc1	1	5	-24	2.7	2	-3	0.0	-5	-2
Cc1cc(C)c2c(=O)n(CC(=O)N3CCC(N4CCCCC4)CC3)sc2n1	4	11	2	0.8	2	-7	0.0	-1	4
COc1ccc(NC(=O)CSc2nccn2-c2ccccc2)cc1	-5	-4	-28	-0.3	-1	-3	0.2	2	-3
O=C(COC(=O)c1c(F)cccc1F)c1ccc[nH]1	0	12	0	-0.8	-6	2	0.1	-10	-1
O=C(NCc1cccnc1)c1ccc(CS(=O)(=O)c2ccc(Cl)cc2)o1	3	-14	4	1.4	2	1	-0.1	0	-6
Cn1nc(C(=O)N2CCCCC2)c2c1-c1ccccc1S(=O)(=O)C2	6	8	8	0.8	4	-6	0.4	-4	8
CC1CCCC(NC(=O)COC(=O)c2ccc(S(=O)(=O)N3CCOCC3)cc2)C1C (stereo not given)	1	-5	4	2.6	-3	0	0.1	-6	0
COc1ccccc1NC(=O)CNC(=O)Cn1c(C)cc2ccccc2c1=O	-1	23	5	3.1	-1	5	0.5	9	0
CCOC(=O)C1CCCN(C2CC(=O)N(c3ccc(C)cc3)C2=O)C1 (stereo not given)	-2	1	-2	1.5	1	1	-0.1	0	-6
CCCCn1c(-c2nn(C)c(C)c2Cl)n[nH]c1=S	16	3	2	0.0	2	-4	0.0	-3	4
CCOC(=O)c1nnn(-c2nonc2N)c1COc1cc(C)c(Cl)c(C)c1	-21	-20	1	7.8	2	9	-0.1	0	9
Cc1ccc(-c2nc(C)sc2CC(=O)Nc2nnc(C)s2)cc1	0	11	-6	0.4	-5	2	0.7	3	4
CCOC(=O)c1c(C)[nH]c(N=Nc2ccccc2Cl)c1C	-6	33	1	3.1	-3	1	0.0	-3	-7
O=C(c1ccc(Cl)cc1)C1CCN(Cc2ccccc2)CC1	-3	0	-17	1.2	0	2	0.1	7	5
Cc1c(C(C)CCCO)oc(=O)c2c1Oc1c(C)c(C(C)C[C@H](C)O)oc(=O)c1C2 (stereo not given in full)	4	11	-3	0.3	.	-3	-0.2	.	.
CCC(=O)N1CCC2(CC1)Oc1ccc(Cl)cc1C(=O)C21CC(c2ccccc2)=NO1 (stereo not given)	3	-13	-1	2.2	2	3	0.0	-2	10
COc1cc(C2C(C(=O)c3ccco3)=C(O)C(=O)N2Cc2cccnc2)cc(OC)c1OC (stereo not given)	2	3	-2	-2.5	-2	-1	0.0	-1	-2
O=C(Nc1cccc(S(=O)(=O)N2CCCC2)c1)c1cccnc1	3	2	-18	1.8	-2	-4	0.1	2	11
O=C(COC(=O)CCCNC(=O)c1ccc(Cl)cc1)Nc1ccc(Br)cc1	-3	-16	4	1.3	-6	6	0.1	8	-1
CC(C)CCNC(=O)CN(CC1CCCO1)C(=O)CCC(=O)Nc1nccs1 (stereo not given)	3	-10	.	-0.4	-4	-3	-0.1	-4	-8
CC(=O)N1CCN(c2ccccc2NC(=O)c2ccc(Br)o2)CC1	6	-8	5	-1.2	1	2	2.6	-4	7
COc1cccc2cc(C(=O)N3CCN(c4ccccn4)CC3)c(=O)oc12	-3	12	-2	-0.2	1	1	0.1	-2	4

Part of the list above, in markdown:
| canonical_smiles | LYPLA2 counter | PREPL inh | JMJD2C inh | PP5 primary | Fh CTSL1 inh | PP1 counter | Efflux pump mplx | TPT1 inhibitor | HCV core dimer |
| --- | --- | --- | --- | --- | --- | --- | --- | --- | --- |
| CCCCn1c(-c2nn(C)c(C)c2Cl)n[nH]c1=S | 16 | 3 | 2 | 0.0 | 2 | -4 | 0.0 | -3 | 4 |
| COc1cccc2cc(C(=O)N3CCN(c4ccccn4)CC3)c(=O)oc12 | -3 | 12 | -2 | -0.2 | 1 | 1 | 0.1 | -2 | 4 |
| Cc1ccc(-c2nc(C)sc2CC(=O)Nc2nnc(C)s2)cc1 | 0 | 11 | -6 | 0.4 | -5 | 2 | 0.7 | 3 | 4 |
| Cc1c(C(C)CCCO)oc(=O)c2c1Oc1c(C)c(C(C)C[C@H](C)O)oc(=O)c1C2 (stereo not given in full) | 4 | 11 | -3 | 0.3 | . | -3 | -0.2 | . | . |
| CCOC(=O)c1nnn(-c2nonc2N)c1COc1cc(C)c(Cl)c(C)c1 | -21 | -20 | 1 | 7.8 | 2 | 9 | -0.1 | 0 | 9 |

Reprinted at random: two records from the list, in no set order.
SMILES	LYPLA2 counter	PREPL inh	JMJD2C inh	PP5 primary	Fh CTSL1 inh	PP1 counter	Efflux pump mplx	TPT1 inhibitor	HCV core dimer
CC(=O)N1CCN(c2ccccc2NC(=O)c2ccc(Br)o2)CC1	6	-8	5	-1.2	1	2	2.6	-4	7
O=C(COC(=O)CCCNC(=O)c1ccc(Cl)cc1)Nc1ccc(Br)cc1	-3	-16	4	1.3	-6	6	0.1	8	-1
